# Screening results from PubChem.
# TAAR1 agonist = human TAAR1 agonists, primary screen, Fluo-8 calcium fluorescence, CHO RD-HGA16 cells. Trace amine-associated receptor 1 (Homo sapiens), Q96RJ0. vehicle wells 0%, saturating PEA agonist 100%. activation, % at 3 µM. hit rate 0.99% among 360,000;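 active = activation above the mean activation of all test compounds in the run plus 3 SD, cut at about 38% in these data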
# Target sequence (Q96RJ0 whole entry, looked up): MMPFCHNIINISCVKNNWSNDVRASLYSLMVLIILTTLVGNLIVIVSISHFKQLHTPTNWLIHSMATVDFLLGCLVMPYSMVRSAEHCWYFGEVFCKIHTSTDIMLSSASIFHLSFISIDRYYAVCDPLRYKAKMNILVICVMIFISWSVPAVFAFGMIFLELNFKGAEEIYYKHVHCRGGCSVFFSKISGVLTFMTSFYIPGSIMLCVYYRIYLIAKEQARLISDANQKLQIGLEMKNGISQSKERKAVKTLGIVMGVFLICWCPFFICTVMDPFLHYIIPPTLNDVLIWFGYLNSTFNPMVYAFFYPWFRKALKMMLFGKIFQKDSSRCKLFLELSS
#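 test system = CHO RD-HGA16 cells carrying human TAAR1 plus Gα16 | schedule = 17-24 h seeding, 75 min 37 °C dye, 30 min RT | compound dosing = 3 µM single concentration | control set = DMSO and PEA EC100 | replicates = n 1 | signal = Fluo-8 fluorescence, 5 s baseline then 140 s kinetic read | measure = percent activation vs PEA EC100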
# CHO-K1 Ca antag = counter-screen for M1 antagonists: effect in parental CHO-K1 cells; ATP-induced calcium, Fluo-8 fluorescence; inhibition, % at 3 µM; hit rate 0.6% among 360,000; AID 602250;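 active = inhibition above a per-plate cutoff, the plate's mean sample inhibition plus 3 SD, cut at about 24% in these data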;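 note: 0% = DMSO plus EC80 ATP and 100% = DMSO alone without ATP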
# M1 PAM parental = nonselective calcium activators in parental CHO-K1 cells, primary screen, counter-screen for M1 PAM project, cell-based, Fluo-8 calcium fluorescence, full deck, 1536-well | activation, % at 3 µM | AID 602247, 2012 | hit rate 0.02% among 360,000 | ATP EC20; 0% at ATP EC20, 100% at ATP max;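 active = activation above the run cutoff, the mean activation of all test compounds plus 3 SD, cut at about 40% in these data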;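 note: peak over basal fluorescence ratio in a 140 s read after ATP addition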
# CHO parental Ca = ATP-evoked calcium signal inhibitors, parental CHO, primary screen, counter-screen for OX1R antagonist project, cell-based, fluorescence, Fluo-8 calcium dye. parental CHO-K1, ATP-induced calcium, Fluo-8 fluorescence. inhibition, % at 5.6 µM. AID 463079, 2010. hit rate 0.63% among 330,000;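 active = inhibition above that plate's mean sample inhibition plus 3 SD, cut at about 26% in these data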;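 note: 0% = ATP-challenged DMSO wells and 100% = DMSO wells without ATP; some compounds past the cut are filed as inactive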
#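 material = parental CHO cells | also added = ATP as calcium-mobilizing challenge | dosing = single point at 5.6 µM | detection = intracellular calcium via Fluo-8 no-wash fluorescent dye | read-out = % inhibition | benchmarks = low control ATP plus DMSO, high control DMSO only | repeats = one well per compound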
# CHRM1 agonist = human M1 muscarinic receptor agonists, primary screen, Fluo-8 calcium fluorescence, CHO-K1 cells, HTS; Muscarinic acetylcholine receptor M1 (Homo sapiens), P11229; CHO-K1 hM1, agonist mode; 0% DMSO, 100% acetylcholine EC100; activation, % at 3 µM; hit rate 0.33% among 360,000; AID 588814, 2011;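 active = activation above the run's mean compound activation plus 3 SD, cut at about 16% in these data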;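 note: peak over basal fluorescence ratio within a 140 s kinetic read after compound addition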
# Target sequence (P11229 whole entry, looked up): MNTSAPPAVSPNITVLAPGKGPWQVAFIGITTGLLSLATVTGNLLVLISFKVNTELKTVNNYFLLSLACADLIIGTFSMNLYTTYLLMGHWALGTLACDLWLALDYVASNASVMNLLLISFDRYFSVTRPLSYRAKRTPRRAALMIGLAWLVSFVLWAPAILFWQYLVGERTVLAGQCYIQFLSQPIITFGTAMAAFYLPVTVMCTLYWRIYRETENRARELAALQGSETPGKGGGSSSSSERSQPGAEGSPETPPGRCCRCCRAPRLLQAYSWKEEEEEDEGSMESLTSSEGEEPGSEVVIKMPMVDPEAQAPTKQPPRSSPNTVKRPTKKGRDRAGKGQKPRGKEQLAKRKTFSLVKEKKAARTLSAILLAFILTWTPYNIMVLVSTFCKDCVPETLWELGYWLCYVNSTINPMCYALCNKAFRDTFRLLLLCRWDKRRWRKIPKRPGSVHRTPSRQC
# TAAR1 antag = human TAAR1 antagonists, primary screen, Fluo-8 calcium fluorescence, CHO RD-HGA16 cells; AID 624466, 2012; antagonist; hit rate 1.5% among 360,000; inhibition, % at 3 µM;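 active = inhibition above a per-plate cutoff, the mean inhibition of test compounds on that plate plus 3 SD, cut at about 49% in these data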;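 note: 0% = DMSO plus EC80 beta-PEA response and 100% = DMSO alone without agonist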
#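 Test system: CHO RD-HGA16 cells bearing hTAAR1 | Reagent: β-PEA, EC80 | Compound dosing: 3 µM, single point | Schedule: Dye loading 75 min at 37 °C, then 30 min room temperature | Signal: Calcium fluorescence with Fluo-8 | Evaluation: Percent inhibition of PEA-evoked calcium signal, max/basal emission ratio | Control set: DMSO-only wells and EC80 β-PEA-stimulated wells | Repeats: Singlicate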
# CHO-K1 Ca ag = counter-screen for M1 agonists: effect in parental CHO-K1 cells; activation, % at 3 µM; Fluo-8 calcium fluorescence; scaled to maximal ATP response, vehicle zero; AID 602248, 2012; hit rate 0.48% among 360,000; in the data active = activation above about 15%;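 note: untransfected CHO-K1 host cells lacking M1 receptor as counterscreen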
# M1 PAM = human M1 muscarinic receptor positive allosteric modulators, primary screen, CHO-K1 cells, Fluo-8 calcium fluorescence, 1536-well; Muscarinic acetylcholine receptor M1 (Homo sapiens), P11229; CHO-K1 hM1, ACh EC20; 0% = ACh EC20, 100% = maximal ACh; activation, % at 3 µM; hit rate 0.088% among 360,000; in the data active = activation above about 19%, passing the limit was not always enough
# CHRM1 antagonist = human M1 muscarinic receptor antagonists, primary screen, CHO-K1 cells, Fluo-8 calcium fluorescence, 1536-well; Muscarinic acetylcholine receptor M1 (Homo sapiens), P11229; CHO-K1 hM1, ACh EC80 antagonist; inhibition, % at 3 µM; hit rate 1.3% among 360,000;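 active = percent inhibition above its own plate's cutoff, namely the mean of that plate's compound wells plus 3 SD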;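 note: peak over basal fluorescence ratio during 140 s after agonist addition; 0% = ACh EC80 plus DMSO and 100% = DMSO alone without agonist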
# Numbers without * were called inactive; / = no result given; & = joins results of further samples. The order is random; 4.4% or so of the library scored in one or more.
# Each structure is followed by: TAAR1 agonist, CHO-K1 Ca antag, M1 PAM parental, CHO parental Ca, CHRM1 agonist, TAAR1 antag, CHO-K1 Ca ag, M1 PAM, CHRM1 antagonist
Cc1ccc2nc(N(CCCN(C)C)C(=O)c3ccc(Br)s3)sc2c1
→ 12, -5, 8, -8, 2, -3, 2.2, 15, -20
O=C(COc1ccccc1Cl)NCC(c1cccs1)N1CCOCC1 (stereo unspecified)
→ 1, -7, -6, -12, -2, 2, 3.1, 0, 0
CC(C)CCNC(=O)C1CCC(=O)N1CCc1ccccc1 (stereo unspecified)
→ 2, -7, -21, -3, -2, -6, 0.1, -1, -2
COc1ccc(C2=NN3C(C2)c2ccccc2OC3c2cccs2)cc1 (stereo unspecified)
→ -1, -2, 12, -4, -5, -4, 1.2, 4, -4
CC(C)(C)NC(=O)/C(=C\c1cccnc1)NC(=O)c1ccco1
→ 4, 12, -2, -8, -3, 4, 2.4, -10, 6
CCOC(=O)Cc1nnc(NC(=O)c2cccc(OCC)c2)s1
→ 2, -8, 13, -4, -3, -11, 0.1, 0, 0
CCN(CC)S(=O)(=O)c1ccc(N2CCOCC2)c(NS(=O)(=O)c2cccs2)c1
→ 2, -3, 5, -7, -4, -14, 0.0, 2, 4
CC(C)(C)C(=O)Nc1nnc(SCC(=O)NCc2cccs2)s1
→ 2, 0, 11, -24, -3, 1, 0.3, 8, -15
COC(=O)c1c(N2C(=O)Nc3ccccc3N2O)sc2c1CCCC2
→ 1, 3, 18, -4, -1, -28, -0.1, 5, -1
CCn1cnc2scc(-c3ccc(C)c(C)c3)c2c1=O
→ -2, -4, 10, -15, -11, -23, 1.0, 6, -8
O=C(COC(=O)COc1ccc(Cl)cc1)NC1CCCCCC1
→ -2, -6, 0, /, -1, 2, 1.2, 4, -2
COc1cccc(NC(=S)N(Cc2ccc(Cl)cc2)Cc2ccc(C(=O)O)cc2)c1
→ -1, -4, 6, 5, -3, 13, 0.2, 10, -10
COc1ccc(NC(=O)c2ccc(NC(=O)C3CC3)cc2)cc1
→ 5, -5, -11, 4, -4, 17, 0.7, 2, -3
O=C(CSc1nnc(COc2ccc(Cl)cc2)o1)N1CCN(c2ccccc2)CC1
→ 2, -5, -3, -11, -3, -14, -0.4, 11, -19
COC(=O)CSc1ncnc2c1cnn2-c1ccc(C)cc1C
→ -3, -2, -2, -9, -4, -22, 1.1, 4, 9
NS(=O)(=O)c1ccc(CCNC(=O)c2cc(-c3ccccn3)nc3ccc(Br)cc23)cc1
→ 7, 18, -14, -8, -4, 44, 3.0, -13, 8
C/C(N)=C(/C#N)C(=O)CSc1nnc(Nc2cccc(C)c2C)s1
→ 4&7, 23&-15, -26&26, -11, -1&-4, -15&8, -0.5&5.3, -1&2, 1&2
CCn1c2ccccc2c2cc(NC(=O)CNCC3CCCO3)ccc21 (stereo unspecified)
→ 8, 21, -10, -22, -9, -7, -0.2, -2, 10
CCC(C)NC(=O)C(NS(=O)(=O)c1cccc2nsnc12)c1ccccc1 (stereo unspecified)
→ 9, -7, 10, -12, -2, -23, -0.3, 2, -7
O=C(NN=C1CCCCCCCCCCC1)c1ccccc1F
→ 3, 0, -3, 12, -4, 17, 0.3, 2, -1
C[C@H](CO)N1C[C@H](C)[C@@H](CN(C)S(=O)(=O)c2cccs2)Oc2ccc(NC(=O)Cn3cnnn3)cc2C1=O
→ 1, -9, 14, -5, -10, -6, 0.5, -22, 26*
O=C(NC(=S)Nc1ccccc1O)c1ccc(Cl)cc1Cl
→ 12, 10, 3, -8, -3, 5, -0.1, 9, -11
O=C1CN(S(=O)(=O)c2ccc(F)cc2)c2ccccc2N1
→ 2, 28*, -9, -2, 1, -9, 0.2, 21, -11
Cc1cn([C@H]2C[C@H](O)[C@@H](CNC(=O)c3ccccn3)O2)c(=O)[nH]c1=O
→ 3, -7, 13, /, -4, -14, 0.7, 1, -10
Cn1cc(SCC(=O)O)c2ccccc21
→ 1, 4, -4, -5, -2, 1, -0.2, 5, 2
O=[N+]([O-])c1ccc(CN2CCN(c3ccc(F)cc3)CC2)o1
→ 2, 0, 4, /, -8, 4, 11, 4, -5
Cc1ccc2nc(Cl)c(C3CC(c4cccs4)=NN3C(=O)CCC(=O)O)cc2c1 (stereo unspecified)
→ 2, 4, 16, -8, -6, 12, -0.3, 10, -8
COc1ccc(C(=O)c2cn[nH]c2-c2ccc(C)cc2O)cc1
→ 1, -12, 7, -3, 0, 14, 5.4, 12, -14
CCCCn1c(=O)c(CCC(=O)OCC(=O)NCc2ccc(OC)c(OC)c2)nc2ccccc21
→ 5, -11, 10, -8, -6, 17, 1.4, 2, 4
Cc1ccc(NC(=O)CN2C(=O)C(=O)N(C3CCCC3)C2=O)c(Cl)c1
→ 16, -19, 9, -13, 0, -16, -0.5, 9, -6
COC(=O)c1cc(Oc2ccc(S(=O)(=O)N3CCOCC3)cc2[N+](=O)[O-])cc(C(=O)OC)c1
→ 1, -14, 4, -4, -3, -1, 0.0, 6, -21
NC(=O)CSc1nnnn1-c1ccccc1Cl
→ 2, -9, 6, 4, -2, -23, 7.6, 5, -1
Cc1cccc(CN2CCN(C3CN(C4CCCC4)S(=O)(=O)C3)CC2)c1 (stereo unspecified)
→ 2, 18, -3, /, -9, -22, 0.4, -5, 22
COc1ccccc1NCC(=O)n1nc(C)cc1C
→ 0, -3, 1, -2, -4, -26, 0.6, -2, -2
Cc1ccc(C(=O)Nc2ccccc2)cc1S(=O)(=O)N1CCN(C)CC1
→ 1, -6, 19, -6, 0, 8, 0.8, 10, -3
CC(C)C(OC(=O)c1ccco1)C(=O)NCc1ccco1 (stereo unspecified)
→ 11, 6, -4, -5, 0, -10, -0.1, -8, 20
O=C(Nc1cccc(S(=O)(=O)N2CCCCCC2)c1)C1=COCCO1
→ 3, 2, -15, -13, -3, -23, 8.6, -5, 12
FC(F)(F)c1cc(-c2ccccc2)nc(-n2cc(Cl)cn2)n1
→ -2, 10, -11, -25, -7, -16, 3.0, 1, -5
O=C(CN(C(=O)CCC(=O)Nc1ccccn1)c1cccc(F)c1)NCc1ccc2c(c1)OCO2
→ -1, -12, 15, -21, -2, 16, 4.6, 5, -8
COC(=O)C(CC(C)C)NC(=O)CNC(=O)c1ccccc1C (stereo unspecified)
→ 7, -9, 12, -8, 0, 8, 0.3, -10, 1
CCN(Cc1ccncc1)C(=O)c1cc(COc2ccc(C)c(C)c2)on1
→ 2, 3, -11, -10, -3, 6, 5.1, -1, -3
COc1ccc(NC(=O)CSc2c3c(nc4ccccc24)CCCC3)c(OC)c1
→ 11, -1, 14, -33, -7, 12, 3.4, -6, 10
COc1ccc(OC)c(/C=N/NC(=O)c2ccncc2)c1
→ 0, -8, 15, 5, 0, 0, -0.2, 22, -28
COc1ccc(NC(=O)/C(=C/c2cccs2)NC(=O)c2ccco2)cc1
→ 4, -1, 10, -7, 1, -14, -0.4, 14, -8
CCCNC(=S)Nc1ccc2nc(-c3ccccn3)c(-c3ccccn3)nc2c1
→ 4, 4, -4, -9, -6, 9, 0.7, -9, 13
Cc1sc(NC(=O)c2ccccc2)c(C(c2ccc(Cl)cc2)N2CCN(CCO)CC2)c1C (stereo unspecified)
→ 31, -1, 26, -30, -4, 31, 7.7, 6, 2
O=C(CN1CCN(Cc2ccccc2F)C1=O)NCCc1ccc(Cl)cc1
→ 2, -1, 10, -10, -4, -8, 1.2, 12, -12
O=C(Nc1ccc(Oc2ccsc2C(=O)O)cc1)c1ccccc1
→ 15, 0, 0, -3, -3, -19, 0.0, 2, 5
N#C/C(=N\Nc1ccccc1)C(=N)N1CCOCC1
→ 4, 1, 6, -5, 2, -10, 0.1, 8, -15
Cc1ccccc1-c1cc(C(=O)NCC2CC2)n(CC2CC(c3cccnc3)=NO2)n1 (stereo unspecified)
→ 15, 3, -12, -16, -6, 25, 1.1, -6, 4

# (continued)
# Each structure is followed by: TAAR1 agonist, CHO-K1 Ca antag, M1 PAM parental, CHO parental Ca, CHRM1 agonist, TAAR1 antag, CHO-K1 Ca ag, M1 PAM, CHRM1 antagonist
Cc1ccc2nc(-c3ccc(Br)cc3)cn2c1
→ 3, 4, 13, -15, -1, -1, 0.1, 23, -20
Cc1ccccc1Nc1nnc(SCC(=O)c2c(N)n(C3CC3)c(=O)[nH]c2=O)s1
→ 2, 1, 0, /, -3, 8, 0.1, 0, 3
CC(Sc1nc(N)cc(N)n1)C(=O)NCC1CCCO1 (stereo unspecified)
→ 5, -11, 2, -6, -2, 8, 1.9, 8, 1
O=S(=O)(c1cccc(-c2nnc(SC(F)F)n2-c2ccccc2)c1)N1CCCCC1
→ 7, -2, 6, -30, 2, 20, 2.9, 2, 1
COc1cccc(C(=O)Nc2ccc(NC(=O)Cc3ccccc3)cc2)c1
→ 82*, -5, 1, -9, -3, 42, 3.0, -1, -7
Cc1ccc(NC(=O)C2CCCN2S(=O)(=O)c2ccc(F)cc2)c(C)c1 (stereo unspecified)
→ 1, -5, 23, -14, -4, -18, 0.3, 8, -18
NC(=O)C1CCN(C(=O)C2CCN(S(=O)(=O)c3ccccc3)CC2)CC1
→ 1, -10, 24, 0, -4, -17, 1.0, 5, -5
Cc1nc2ccccc2c2oc(C(=O)NCc3ccccn3)cc12
→ 4, -26, 18, -14, -10, 12, 3.8, 5, -2
C/C(=N\N=c1/sc2ccccc2n1C)c1ccccn1
→ 2, 7, 5, -23, -9, -30, 13, -2, 10
COc1cc(Cl)c(C)cc1NC(C)C(=O)Nc1cc(C(F)(F)F)ccc1N1CCOCC1 (stereo unspecified)
→ 2, -9, 23, -23, -8, -28, 1.3, 9, -15
Nn1c(CSc2nc3ccccc3o2)nnc1CSc1nc2ccccc2o1
→ 2, -10, 11, -13, -3, 9, 1.1, -7, 9
COc1ccc(C(=O)NCC(c2ccccc2)N2CCCC2)cc1S(=O)(=O)N1CCOCC1 (stereo unspecified)
→ -1, -12, 1, -4, -7, 14, 0.2, 17, -17
CC(C)=CCC/C(C)=C/CNC(=O)C[C@H]1C[C@H](C(=O)N2CCOCC2)[C@@]2(C)c3[nH]c4cc(CCC(=O)N(C)C)ccc4c3CCN2C1=O
→ 2, -2, 2, 2, -11, -28, 0.2, -9, 14
CC1CN(C(=S)SCCN2C(=O)CCC2=O)CC(C)O1 (stereo unspecified)
→ 0, 5, 12, -4, -7, 15, -0.5, 11, -4
Nc1nc2ccccc2n1CCOc1ccccc1Cl
→ 35, 1, 22, -8, 0, 5, 14, 4, 2
